Kir21 block = blocks the mouse Kir2.1 inward-rectifier potassium channel; P35561; HEK293-Kir2.1, FluxOR thallium flux fluorescence; hits give low values; B-score at 10 µM; actives 0.85% (n = 310,000); AID 1672;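 active = fluorescence ratio B-score at or below minus 3 SD of library scores, with starting-brightness B-score within 2 SD, cut at about -4.2 in these data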;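 note: channel flux triggered by added potassium and thallium sulfate stimulus; B-score of peak minus minimum fluorescence over baseline after thallium stimulus; more negative B-score means stronger Kir2.1 block with less thallium influx; some compounds called inactive have numbers as strong as hits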
Target sequence (P35561 whole entry, looked up): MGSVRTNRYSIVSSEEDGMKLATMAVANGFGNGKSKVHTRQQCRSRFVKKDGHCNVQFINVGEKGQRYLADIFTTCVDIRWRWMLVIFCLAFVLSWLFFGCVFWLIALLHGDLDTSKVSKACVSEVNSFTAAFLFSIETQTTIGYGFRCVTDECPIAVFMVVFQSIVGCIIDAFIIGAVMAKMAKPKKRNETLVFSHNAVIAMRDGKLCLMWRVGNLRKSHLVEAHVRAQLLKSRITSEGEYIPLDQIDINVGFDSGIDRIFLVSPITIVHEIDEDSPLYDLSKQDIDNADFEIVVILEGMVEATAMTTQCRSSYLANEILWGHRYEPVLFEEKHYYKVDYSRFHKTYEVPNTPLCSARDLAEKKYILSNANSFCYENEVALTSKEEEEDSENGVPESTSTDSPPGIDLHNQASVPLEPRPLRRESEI
STK33 inh = inhibitors of human STK33 kinase; inhibition, % at 10 µM; purified STK33, MBP phosphorylation, ADP-Glo luminescence; actives 0.073% (n = 320,000); Q9BYT3;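 active = inhibition at or above 25%, using the most active replicate where run in duplicate; inactive = inhibition below 25%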
Target sequence (Q9BYT3 whole entry, looked up): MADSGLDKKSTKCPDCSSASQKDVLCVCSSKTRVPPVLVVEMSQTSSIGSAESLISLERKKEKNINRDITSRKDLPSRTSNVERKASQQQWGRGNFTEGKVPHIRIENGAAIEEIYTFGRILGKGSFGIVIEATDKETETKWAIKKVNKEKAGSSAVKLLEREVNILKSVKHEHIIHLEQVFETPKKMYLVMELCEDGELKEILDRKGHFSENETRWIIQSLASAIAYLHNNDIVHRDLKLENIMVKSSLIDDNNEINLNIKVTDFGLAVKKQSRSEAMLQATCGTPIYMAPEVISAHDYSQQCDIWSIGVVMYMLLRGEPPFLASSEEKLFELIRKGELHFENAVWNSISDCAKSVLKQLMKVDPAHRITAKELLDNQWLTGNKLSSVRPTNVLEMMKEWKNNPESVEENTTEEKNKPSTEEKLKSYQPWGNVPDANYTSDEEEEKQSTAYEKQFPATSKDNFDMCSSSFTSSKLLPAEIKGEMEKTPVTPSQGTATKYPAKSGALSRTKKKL
Active calls of the source: *; / = no result given. Rows are unselected (roughly 0.84% active in at least one column).

Structure	Kir21 block	STK33 inh
Cc1cc2oc(=O)cc(Cn3nnc(-c4ccc(Cl)cc4)n3)c2cc1C(C)C	-0.06	-1.2
COc1ccc(-c2cc(=O)oc3cc(OCC(=O)NCC4CCC(C(=O)O)CC4)ccc23)cc1 (stereo not given)	0.71	1.9
O=C(COC(=O)CNC(=O)C1CCCCC1)Nc1ccc2ccccc2c1	0.96	-1.0
O=S(=O)(c1ccccc1)N(Cc1ccccc1)c1ccccn1	-6.7*	-3.6
O=C1CCC(C(=O)N2CCCO2)CN1Cc1cccc(C(F)(F)F)c1 (stereo not given)	-1.9	/
O=C(Nc1nnc(S(=O)(=O)N2CCCC2)s1)c1cccc([N+](=O)[O-])c1	0.57	-1.8
O=C(/C=C/c1ccc(F)cc1)N1CCN(Cc2ccccc2)CC1	0	-3.4
Cc1ccc(C)c(C2=CSC3=NCCN23)c1	1.6	-2.2
O=C(O)C1CCCN1c1ncccn1 (stereo not given)	-2.1	-0.8
CCS(=O)(=O)N1CCN=C1SCc1cccnc1	0.05	-0.6

Filtered by structure, the entries above with a carbonyl joined to an NH by a bond outside any ring.
Structure	Kir21 block	STK33 inh
COc1ccc(-c2cc(=O)oc3cc(OCC(=O)NCC4CCC(C(=O)O)CC4)ccc23)cc1 (stereo not given)	0.71	1.9
O=C(COC(=O)CNC(=O)C1CCCCC1)Nc1ccc2ccccc2c1	0.96	-1.0
O=C(Nc1nnc(S(=O)(=O)N2CCCC2)s1)c1cccc([N+](=O)[O-])c1	0.57	-1.8

Next section.
Structure	Kir21 block	STK33 inh
Cc1nn(CC(=O)N2CCOCC2)c(C)c1[N+](=O)[O-]	-0.82	-0.8
Cc1onc(-c2ccc(Cl)cc2Cl)c1-c1csc(COc2ccccc2)n1	-0.45	-1.7
CCN(C(=O)c1cc(S(=O)(=O)N2CCCCC2)c[nH]1)c1ccc(OC)cc1	0.76	0.0
CCOc1ccc(Cl)cc1CSc1ncn[nH]1	-0.67	-0.1
C/C(=C\c1ccccc1)C(=O)Nc1ccc(S(=O)(=O)Nc2ncccn2)cc1	-0.67	-1.7
Cc1cc(C)c2c(n1)nn1c(C3CC3)cc(C(F)(F)F)nc21	-0.86	1.0
CCCCn1nc2cc(C(=O)N(CC)c3ccc(OC)cc3)ccc2c1OCC	1.4	-0.4
COc1ccc(-c2nnc(SCC(=O)NC(C)c3ccccc3)o2)cc1 (stereo not given)	-1.6	-0.3
Cn1c(SCc2ccc(Br)cc2)nc2c(c1=O)SCC2	1.3	2.3
Cc1ccc(S(=O)(=O)N2CCC[C@H]2C(=O)Nc2ccccc2Cl)cc1	/	-3.1
C=CCn1c(SCC(=O)c2[nH]c(C)c(C(C)=O)c2C)nnc1-c1ccncc1	1.4	-0.8
O=C(COC(=O)c1ccc(Br)cc1)NC1CCCC1	0.05	0.7
CC(C)c1ccc(N=Cc2c(O)c3ccccc3oc2=O)cc1	-1.8	0.4
CCCCN(C(=O)c1cccc(S(=O)(=O)N2CCN(C)CC2)c1)c1c(N)n(CCCC)c(=O)[nH]c1=O	-2.4	-2.1
Cc1ccc(OCC(=O)Nc2nnn(C)n2)c(C)c1	0.65	-1.6
COc1ccc(S(=O)(=O)N2CCOCC2)cc1NC(=O)CCc1c[nH]c2ccccc12	-0.03	0.1
Cc1cc(S(=O)(=O)NCCCN2CCOCC2)c(C)cc1Cl	0.55	-0.7
COc1cc(-c2cc(=O)c3c(O)c(OC)c(OC)c(OC)c3o2)cc(OC)c1OC	1.5	-2.0
CCn1cc(SCC(=O)Nc2cc(C)on2)c2ccccc21	-0.56	0.0
CCS(=O)(=O)C(=C1Nc2ccccc2N1)S(=O)(=O)CC	1.1	-0.9
O=C(c1cnn2c(C(F)(F)F)cc(-c3cccs3)nc12)N1CCCC1	-0.12	0.9
Cc1oc2cc3oc(=O)c(CC(=O)NCC(=O)N[C@@H](C(=O)O)c4ccccc4)c(C)c3cc2c1C	-0.91	0.8
Cn1c(=O)c2c(nc(SCC(=O)c3ccc(F)cc3)n2C)n(C)c1=O	-1.3	-1.3
Cc1cc(NC(=S)NC(=O)c2ccco2)c2ccccc2n1	-3	0.4
CC(C)OC(=O)c1c(NC(=O)CCn2nnc3ccccc32)sc2c1CCCC2	-2.1	0.1
COc1ccc(C(=O)Nc2ccc(-c3ccc(C)o3)cc2)cc1S(=O)(=O)N1CCOCC1	0.12	0.9
COC(=O)c1nn(-c2nc(-c3ccc(OC)c(OC)c3)cc(C(F)(F)F)n2)cc1[N+](=O)[O-]	-0.7	-0.8
Cn1nnnc1SCC(=O)NCC(=O)c1ccccc1	/	-0.9
Cc1[nH]c(C)c(S(=O)(=O)NCc2ccco2)c1C(=O)N1CCCCC1	2.6	-2.1
CCOC(=O)C1CCCCN1Cc1cccc(OCc2ccccc2)c1 (stereo not given)	-0.85	-0.3
CC(=O)Nc1ccc(Nc2ncnc(N)c2[N+](=O)[O-])cc1	1.6	-2.4
COC(=O)c1ccc2nc(NC(=O)C3CC3)sc2c1	1.2	2.3
Cc1ccc(C)c(N2CCN(S(=O)(=O)c3ccc4[nH]c(=O)c(=O)[nH]c4c3)CC2)c1	-0.63	-0.4
COc1ccccc1OCC(O)Cn1c(=N)n(Cc2ccccc2)c2ccccc21 (stereo not given)	-4.6*	-0.4
O=C(O)c1ccc(NC(=S)Nc2ccccc2)cc1	1.1	-0.4
CCN(CC)c1ccc(/C=N/NC(=O)c2ccc3nc[nH]c3c2)c(O)c1	1.1	2.7
CCc1ccc2[nH]c(C(=O)N(C)c3ccc(F)cc3F)cc2c1	-1.1	-1.2
O=c1cc2c(nn1Cc1c(Cl)cccc1Cl)-c1ccccc1CC2	-0.78	-0.5
COc1ccc(C(C#N)c2nc3ccccc3nc2Cl)cc1 (stereo not given)	0.02	-2.3
CN1CCC(=NNC(=O)C(=O)Nc2cccc(Br)c2)CC1	0.92	1.6
CCCN(CCC)CCCNC(=O)c1cc2c(=O)n(CC)c3ccccc3c2s1	-1.1	1.3
CCOC(=O)C1=NNC2C(=O)N(Cc3ccccc3)C(=O)C12 (stereo not given)	-2.8	0.4
Cc1cc(F)ccc1NC(=O)C1CCN(C(=O)Nc2ccccc2)CC1	0.68	-1.3
O=C(CSc1nnc(Cc2cc(=O)[nH]c(=O)[nH]2)n1-c1ccc(Cl)cc1)NCC1CCCO1 (stereo not given)	/	0.4
O=S(=O)(Nc1ccncc1Cl)c1ccccc1	-0.72	-0.8
CCOC(=O)N1CCC(NC(=O)c2cccs2)CC1	-0.49	0.0
COc1ccccc1NC(=O)COc1cc(Br)c(CNCCCN2CCOCC2)cc1OC	-1.9	1.3
CCOc1ccc(-n2c(C)c(C(=O)O)c3cc(OC)ccc32)cc1	0.98	-1.8
COc1ccc2oc(C(=O)c3ccccc3)c(N)c2c1	-0.27	-0.9
CCOc1cc(C2c3c(n[nH]c3C)C(=O)N2c2ccc(Br)cc2)ccc1O (stereo not given)	1.2	-0.3

Following part.
Structure	Kir21 block	STK33 inh
CCC(C)(CC(=O)Nc1nccs1)c1ccccc1 (stereo not given)	-1.8	-1.2
O=C(CCc1nc(-c2ccccc2Cl)no1)NCc1ccco1	-2	-1.3
COc1ccc(-c2cc(C(=O)NN)[nH]n2)cc1	0.68	-1.6
COc1ccc(CCC2CCNCC2)cc1	-0.18	1.6
CN1c2ccc([N+](=O)[O-])cc2C(C)(C)C12C=Cc1cc(C(=O)O)ccc1O2 (stereo not given)	0.63	0.5
COc1ccc(C(=O)c2c(-c3ccc(OC)cc3)oc3ccc(-c4cc(OC)c(OC)c(OC)c4)cc23)cc1	-0.34	7.6
CCN(c1ccccc1)S(=O)(=O)c1ccc(C(=O)NNC(=O)c2ccccc2F)cc1	/	0.8
Cc1cc(C)c(NC(=O)COc2ccccc2C(=O)Nc2ccc3c(c2)oc2ccccc23)c(C)c1	-0.38	-0.6
CN(C)c1nc2c(c(=O)[nH]c(=O)n2C)n1Cc1ccc(F)cc1	-0.97	-1.0
Cc1nn(Cc2cccc(C(=O)Nc3ccn(Cc4ccccc4)n3)c2)c(C)c1[N+](=O)[O-]	2.2	-0.9
CNC(=O)CN1C(=O)c2ccccc2S1(=O)=O	-2.1	-2.3
COc1ccc(CCNc2oc(COc3ccccc3F)nc2C#N)cc1OC	/	-1.3
COc1ccc(N2CCN(C(=O)C3CCCN(S(=O)(=O)c4ccc5c(c4)oc(=O)n5C)C3)CC2)cc1 (stereo not given)	0.03	-2.2
O=C(CNC(=O)/C(=C\c1ccccc1)NC(=O)c1ccc(Br)cc1)OCc1ccccc1	0.67	0.6
O=C(NN1C(=O)c2ccc3c4c(ccc(c24)C1=O)CC3)c1ccc(Br)cc1	0.78	3.0
CCC1(c2ccccc2)NC(=O)N(CC(=O)Nc2ccc(S(=O)(=O)NC3=NCCCCC3)cc2)C1=O (stereo not given)	2.2	0.0
COc1ccc(OC)c(NC(=O)CN(C)CC(=O)Nc2ccccc2Br)c1	0	-0.3
O=C1Nc2ccccc2OCc2c1cccc2[N+](=O)[O-]	1.7	-0.8
O=C(COC(=O)c1cccnc1Nc1cccc(C(F)(F)F)c1)NCc1ccc2c(c1)OCO2	-0.01	-3.1
CC(OC(=O)c1ccc(Br)c(S(=O)(=O)N2CCOCC2)c1)C(=O)NC1CCCCC1C (stereo not given)	1.1	-0.2

Structures listed so far marked active in Kir21 block.
Structure	Kir21 block	STK33 inh
O=S(=O)(c1ccccc1)N(Cc1ccccc1)c1ccccn1	-6.7*	-3.6
COc1ccccc1OCC(O)Cn1c(=N)n(Cc2ccccc2)c2ccccc21 (stereo not given)	-4.6*	-0.4

Going on with the list.
Structure	Kir21 block	STK33 inh
COc1ccccc1C(CNC(=O)c1cccc(S(=O)(=O)NCc2ccccc2)c1)N(C)C (stereo not given)	1	-0.5
O=C(NC1CC1)c1cc(=S)[nH]c2ccccc12	/	-0.1
O=C(Cn1cnc2ccccc21)Nc1ccc(F)c(F)c1	0.29	-0.1
COc1ccc(Cc2nc3ccc(C(=O)N4CCC[C@H]4CO)cc3o2)cc1	1.9	-0.3
CC1CCC(C(C)C)C(=O)/C1=C/c1ccc(N)cc1 (stereo not given)	-0.02	-1.4
O=C(O)CN1CCN(Cc2ccc(F)cc2Cl)C1=O	0.05	-0.7
CC(=O)Nc1c(NC(C)(C)C)c2ccccc2oc1=O	0.02	0.5
COC(=O)C1(CCSC)NC(c2ccco2)C2C(=O)N(C)C(=O)C21 (stereo not given)	0.46	-3.8
CCOC(=O)C(=O)Nc1cc(Cl)ccc1C	0.88	-1.2
CC(C)CNC(=O)CC(=O)NN=C1CCCC1	0.54	-0.9
Cc1ccc(OCC(=O)N2CCCC(CCC(=O)N(C)CCc3ccccn3)C2)cc1 (stereo not given)	-0.06	-1.1
Cc1ccc(C(=O)ONC(=O)c2ccc(Cl)cc2)cc1[N+](=O)[O-]	-0.28	-0.2
CCOC(=O)C1(CCOC)CCN(Cc2ccccc2-c2ccco2)CC1	-2.8	-1.8
Cc1ccccc1-n1cnnc1SCC(=O)N1CCN(c2ccccc2)CC1	0.02	0.2
CCOc1ccc(OCc2ccc(C(=O)N3CCCC(C)C3)cc2)cc1 (stereo not given)	1.3	-0.8
C/C(=N\NC(=O)COc1ccc(C#N)cc1)c1ccccc1OC(F)F	0.04	-1.8
CNC(=O)[C@@H]1CCC(=O)N1	/	1.1
CNC(=O)CSc1nnc(-c2ccc(S(=O)(=O)N3CCCC3)cc2)n1-c1cccc(C)c1C	-0.13	-1.5
NC(=O)COc1ccccc1C1=NO[C@@](CC(=O)O)(C(=O)Nc2ccc3c(c2)OCCO3)C1	0.47	-0.1
CCN(CC)S(=O)(=O)c1ccc(C(=O)NCCCN=C2NS(=O)(=O)c3ccccc32)cc1	2	0.0
CCN(CC)CCCNC(=O)CSc1nc2c(c(C(F)(F)F)n1)CCc1ccccc1-2	-0.2	-0.3
COc1ccc(CNC(=O)CSc2nc(-c3ccccc3)cc(-c3cccs3)c2C#N)cc1	-0.28	-0.6
Cc1cc(C)n(CCC(=O)N/N=C/c2ccc(Cl)c([N+](=O)[O-])c2)n1	-0.8	0.8
COc1ccccc1NS(=O)(=O)c1cc(NC(=O)c2ccc(Cl)nc2)ccc1Cl	1.6	/
O=c1[nH]c(CSc2nc(-c3ccccc3)cs2)nc2ccccc12	0.28	-2.3
C=CCNC(=O)c1c(Cl)cccc1Cl	4.3	-0.1
Cc1ccc(C)c(NS(=O)(=O)c2ccc(-c3ccc(=O)[nH]n3)o2)c1	0.15	-2.8
O=C(CCC(=O)c1ccc(Cl)cc1)OCn1nnc2ccccc2c1=O	/	0.5
COc1cc(S(=O)(=O)N2CCN(C)CC2)c(OC)cc1Cl	0.24	-0.9
CCOC(=O)c1[nH]c2ccccc2c1N=CN(C)C	-0.13	-2.1
Cc1ccc(S(=O)(=O)NCC(=O)OCC(=O)Nc2cccc(S(=O)(=O)N3CCOCC3)c2)cc1	/	0.1
N#C/C(=C\c1cn(Cc2ccccc2)c2ccccc12)C(=O)NCc1ccco1	-0.69	-0.9
O=C(NCc1ccco1)c1ccc2nc3sc4c(c3c(=O)n2c1)CCCC4	-0.11	6.5
COCCSc1ccccc1C(=O)Nc1nncs1	-0.19	0.3
CSc1ccc(Cl)c(C(=O)N2CCN(c3ncccn3)CC2)c1	/	0.8
Cc1ccc(/C=N/n2c(C)cc(C)c(C#N)c2=O)cc1	0.66	-0.7
CCCOc1ccc(CSc2ncn[nH]2)cc1	0.82	0.3
O=C(O)CC1S/C(=N\N=C/c2ccccc2O)N(c2ccc(O)cc2)C1=O (stereo not given)	0.42	-0.5
